S3 lipid droplet: qHTS Assay for Lipid Storage Modulators in Drosophila S3 Cells; lipid storage change, negative = inhibition, % at the top dose, mostly 46.1 µM; hits show Potency in µM; AID 2685, 2010; 320,000 tested, 0.64% active; Drosophila S3 cells, BODIPY lipid droplet fluorescence, 18-24 h; cells fed with added oleic acid; active means well fitted inhibition curve with a large enough effect in the signal ratio, with a control signal flat, not every such curve was filed as active; inconclusive means small, poorly fitted or top-dose-only effect, or effect the other way, or a change in a side signal; the % refers to the signal ratio
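Drosophila S3 cells got compounds at several concentrations plus oleic acid (400 uM solution). Laser-scanning cytometry with 488 nm excitation read lipid droplets at 500-530 nm and cells at 575-640 nm. Percent activity was relative to 20 uM Triacsin C.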
S3 lipid droplet cell count max: recorded beside S3 lipid droplet, whose call it bears; cell number change, %; measured here: cell count max response;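 cells counted by Cell Tracker Red CMTPX staining in the red channel; peak over a dose series mostly up to 46.1 µM; percent activity relative to internal control wells on each plate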
* = called active by the depositor; i = inactive; u = inconclusive; x = not tested or not shown; [ ] = another dose, or the depositor's remark. On the % scale 0 is the no-effect control and ±100 the full control effect; potency means the concentration at half of the fitted maximal effect. An excerpt, so the mix of outcomes need not match the whole.

S3 lipid droplet	S3 lipid droplet cell count max	mol
9.9%[9.22 µM]	2.4	CCOC(=O)C1(CC2CCCCO2)CCN(S(=O)(=O)c2cc(C)cs2)CC1 (stereo not drawn)
-8.8%	-10.0	Cc1c(CCC(=O)O)c(=O)oc2cc3occ(-c4ccccc4)c3cc12
i	x	COc1cc(NC(=O)CCS(=O)(=O)c2ccc3c(c2)n(C)c(=O)c(=O)n3C)cc(OC)c1
u	x	CC(c1c(O)c2ccccc2[nH]c1=O)C1(C)CCC(O)C(C)(C)O1 (stereo not drawn)
-9.4%	13.4	O=C(O)Cn1cnc2c(oc3ccccc32)c1=O
u	x	Cc1ccc(O)c(C=Nc2cc(C)ccc2O)c1
-2.5%	-11.6	CCCCSc1nnc(-c2ccc(C)cc2)n1C
-10.0%	21.6	COC(=O)c1cc(C(=O)OCC(=O)N(C)c2ccccc2)cc([N+](=O)[O-])c1
u	x	O=C(Cc1c(Cl)cccc1Cl)OCc1ccccn1
u	x	COc1cccc(C(=O)NC(C)C(c2cccs2)N2CCN(C)CC2)c1 (stereo not drawn)
0.1%	x	C=CCc1cc(OC)ccc1OCCN(C)Cc1ccccc1
-18.4%	-12.8	CC(C(=O)Nc1ccccc1)N1C(=O)c2ccccc2C1=O (stereo not drawn)
22.9%	9.1	O=C(O)Cn1ccc2ccccc21
-9.4%	-11.7	Cc1ccc(C(=O)N2CCN(c3ccc([N+](=O)[O-])c(NCc4ccco4)c3)CC2)cc1
u	x	O=C(Cn1c(NCCCO)nc2ccccc21)c1ccc(Br)cc1
-0.7%	-1.8	Cc1ccc(-c2nnc(N3CCCCC3)c3ccccc23)cc1S(=O)(=O)N1CCN(C)CC1
u	x	COc1ccc(C2CC(=O)c3cnc(N4CCN(Cc5ccccc5)CC4)nc3C2)cc1 (stereo not drawn)
u	x	O=C(NCCc1ccccc1Cl)C1CCC(=O)N(Cc2ccc(Cl)cc2)C1 (stereo not drawn)
u	x	O=C(CCc1ccccc1)c1c(O)cc(O)cc1O
11.1%	5.3	C=CCn1c2ccccc2n2nc(C)c(=O)nc12
u	x	COc1cc(OC)cc(C(=O)N[C@H](C(=O)Nc2ccc(NC(C)=O)cc2)C(C)C)c1
u	x	N#CC1=C(c2ccccc2)/C(=C/c2ccccc2)OC1=O
u	x	O=C(O)C1CCCN1S(=O)(=O)c1ccc(Cl)c(Cl)c1 (stereo not drawn)
u	x	COc1ccc(-n2c(SCC(=O)Nc3ccc(Br)cc3)nc(O)cc2=O)cc1
u	x	COc1ccc(Br)cc1/C=C/C(=O)c1ccc(NC(C)=O)cc1
u	x	O=C(COc1ccc2c3c(c(=O)oc2c1)CCCC3)N1C[C@H]2C[C@@H](C1)c1cccc(=O)n1C2
27.8%	18.4	CC(/C=C/c1ccccc1)=N\NC(=O)CSc1ccccn1
10.0%	-13.5	CN(CCC#N)C(=O)CSc1ncnc2sc(-c3ccccc3)cc12
u	x	CC(=O)Oc1ccc(C(=O)Nc2cc(C)ccc2NC(=O)COc2ccccc2)cc1
1.3%	3.9	COC(=O)Cc1c(O)ccn(CCc2c[nH]c3ccc(OC)cc23)c1=O

An excerpt from above in order of length of the SMILES, lowest first:
S3 lipid droplet	S3 lipid droplet cell count max	mol
11.1%	5.3	C=CCn1c2ccccc2n2nc(C)c(=O)nc12
u	x	N#CC1=C(c2ccccc2)/C(=C/c2ccccc2)OC1=O
u	x	O=C(NCCc1ccccc1Cl)C1CCC(=O)N(Cc2ccc(Cl)cc2)C1 (stereo not drawn)

Further entries:
S3 lipid droplet	S3 lipid droplet cell count max	mol
u	x	Cc1ccc(Cc2c(C)nc3nc(SCC(=O)NCc4ccco4)nn3c2C)cc1
u	x	CCn1c(SCc2ccc(OC)c(F)c2)nc2ccccc2c1=O
u	x	Cc1cc(=O)oc2c(C)c(OCC(=O)NCc3ccccn3)ccc12
12.0%	0.4	NS(=O)(=O)c1ccc(NC(=O)c2ccccc2C(=O)N2CCCCC2)cc1
u	x	O=C1OC(OC(=O)c2ccccc2Br)C(N2CCOCC2)=C1Cl (stereo not drawn)
u	x	Cn1cccc1Cc1nnc(SCC(=O)Nc2ccc3c(c2)OCO3)n1CCc1ccccc1
u	x	COc1ccc(CCNS(=O)(=O)c2cccc(S(=O)(=O)N3CCCC3)c2)cc1OC
4.7%	-4.5	O=C(CCCSc1nc2ccccc2[nH]1)NCc1ccc(Cl)cc1
21.8%	-11.6	CCN(CC)/C(=N\S(=O)(=O)c1ccccc1C)c1ccccc1
u	x	Cc1ccc2[nH]c(=O)c(CN(Cc3ccccc3)Cc3nnnn3C3CCCC3)cc2c1
u	x	COC(=O)c1ccccc1NC(=O)Nc1cccs1
u	x	CSc1nc2c(c(=O)[nH]c(=O)n2C)n1Cc1ccccc1Cl
u	x	Cc1ccccc1C(=O)OCC(=O)N(C)c1ccccc1
u	x	CCOc1cccc(C(=O)Nc2ccc(NC(=O)c3cc4ccccc4o3)c(OC)c2)c1
u	x	CC1CN(S(=O)(=O)c2cccc(C(=O)OCC(=O)c3cccs3)c2)CC(C)O1 (stereo not drawn)
10.8%	-7.0	O=C1/C(=C/c2ccc(Cl)cc2)NC(=S)N1Cc1cccnc1
u	x	CCOc1ccc(N2CCn3c2nc2c3c(=O)n(CCc3ccccc3)c(=O)n2C)cc1
u	x	CN1CCN(C(=O)/C(=C/c2ccc(N(C)C)cc2)NC(=O)c2ccccc2)CC1
u	x	Cc1ccc(S(=O)(=O)N(C)C)cc1NC(=O)Nc1c(-c2ccccc2)noc1C
u	x	COC(=O)c1ccccc1NC(=O)Nc1nnc(N2CCC(C)CC2)s1
u	x	O=C(Nc1nc(-c2ccccc2)cs1)C1c2ccccc2Oc2ccccc21
u	x	O=C(/C=C/c1ccc(S(=O)(=O)N2CCOCC2)cc1)NCc1ccc(Cl)cc1
u	x	Oc1ccc(-c2nc3ccc4ccccc4c3c3c2CCC3)cc1O
u	x	CC(=O)Nc1ccc(/C(C)=N/Nc2nc(Nc3cccc4ccccc34)nc(N3CCOCC3)n2)cc1
u	x	O=C(CN1CCN(S(=O)(=O)c2cc(Cl)ccc2Cl)CC1)c1ccc(O)c(O)c1
9.0%	-6.6	Cc1ccc(N2C(=O)C(Cl)=C(N3CCOCC3)C2=O)c(C)c1
-21.2%	-0.6	O=C(O)c1ccc(CSc2nnc(-c3ccncc3)n2-c2ccc(Cl)cc2)cc1
3.0%	-14.1	CCOC(=O)N1CCN(C(=O)CNC2CCCCCCC2)CC1
7.9%	21.6	CCOC(=O)c1cc(-c2cccc([N+](=O)[O-])c2)nc2[nH]c(=O)[nH]c(=O)c12
6.3%	9.4	C=CCC1(C#N)C(=S)NC(C)=C(C(=O)OCC)C1c1ccccc1 (stereo not drawn)
u	x	COc1ccccc1CNC(=O)CN1C(=O)c2ccccc2S1(=O)=O
i	-12.2	CCOC(=O)c1ccc(-c2c(-c3ccccc3OC)sc3cc4c(cc23)OCO4)cc1F
-3.0%	x	O=C(c1ccc([N+](=O)[O-])cc1)N1CCc2ccccc2C1
2.2%	14.2	CC12CCC(C(=O)OC3CCCCC3)(OC1=O)C2(C)C (stereo not drawn)
24.8%	-9.1	O=C(NCCc1ccccc1)C1CCN(S(=O)(=O)N2CCOCC2)CC1
i	3.2	CCc1ccccc1Nc1nc2ccccc2n1CC
u	x	O=C(CSCCO)Nc1cc(C(F)(F)F)ccc1Cl
-8.6%	-0.7	N#Cc1ccc(S(=O)(=O)NC2CCCCNC2=O)cc1 (stereo not drawn)
10.3%	-1.0	CC(=O)C1=C(C)Nc2ncnn2C1c1ccc(Br)cc1 (stereo not drawn)
u	x	CCc1nnc(NC(=O)CSc2nnc(-c3ccncc3)n2Cc2ccccc2)s1
u	x	C=CCn1c(SCC(=O)Nc2ccc(NC(=O)c3ccco3)c(OC)c2)nnc1-c1ccncc1
u	x	O=C(CNC(=O)c1cccs1)Nc1ncccc1O
u	x	CCC(C)NS(=O)(=O)c1ccc(NC(=O)Cc2ccc(OC)cc2)cc1 (stereo not drawn)
u	x	CCCOC(=O)C1=C(C)NC(=O)NC1c1cc2c(cc1Br)OCO2 (stereo not drawn)
u	x	Cc1cc(OCC(=O)Nc2ccccc2N2CCCCC2)ccc1C(C)C
u	x	Cc1ccc(NC(=O)CCC(=O)OCC(F)(F)C(F)F)cc1
u	x	CCC(C)C(N)C(=O)NC(CCC(=O)OCc1ccccc1)C(N)=O (stereo not drawn)
1.1%	2.6	CC(C)n1c(O)c(N=NC(=O)c2ccccc2NS(=O)(=O)c2cccs2)c2ccccc21
i	28.8	Cc1cc(C)n(-c2ccc(NC(=O)C3CCN(Cc4ccc(C)o4)CC3)cc2)n1
18.4%	1.1	Cc1ccc(C(=O)NCC2CCCO2)o1 (stereo not drawn)
u	x	Cc1ccc(S(=O)(=O)N2CCN(C)CC2)c(C)c1N(C)S(=O)(=O)c1ccc(Cl)cc1
9.9%	-6.1	Cn1nnnc1SCc1ccc(F)cc1
18.8%	14.4	C/C(N)=C(/C#N)C(=O)CSc1nc2ccccc2c(=O)n1-c1ccc(C)c(Cl)c1
u	x	CCOC(=O)C1C(c2cccc(Cl)c2Cl)NC(=O)NC1(O)C(F)(F)F (stereo not drawn)
u	x	C=C(C)[C@@H](O)COc1c2ccoc2cc2oc(=O)ccc12
u	x	O=C(c1ccc(Cl)cc1Cl)N1CCC(c2nc3c(nnn3Cc3ccco3)c(=O)[nH]2)CC1
1.0%	12.0	CC(C)C(O)C1CCN(Cc2nc(-c3cccs3)no2)CC1 (stereo not drawn)
u	x	CCNc1cc(O)ccc1C
6.3%	5.9	CC1CCN(C(=O)c2cc(F)c(F)cc2Cl)CC1
7.0%	-8.3	CCCc1nc2oc3c(Cl)ncnc3c2c2c1CCCC2

(next part)
S3 lipid droplet	S3 lipid droplet cell count max	mol
12.2%	1.1	Cc1ccc(NC(=S)NCCN2CCOCC2)cc1F
u	x	O=C(Nc1ccccc1)c1ccc(N2CCN(c3ccccc3)CC2)c(S(=O)(=O)N2CCOCC2)c1
u	x	Cc1cc2cc(CN(Cc3ccco3)C(=S)NCC3CCCO3)c(=O)[nH]c2cc1C (stereo not drawn)
12.5%	3.7	CCOC(=O)N1CCN(C(=O)CCCn2c(=O)[nH]c3ccccc3c2=O)CC1
u	x	CCN(C(=S)NCc1ccccc1)c1cccc2ccccc12
u	x	COc1cccc(CC(=O)OCC(=O)NC2(C#N)CCCCC2)c1
u	x	CCn1c(CC(=O)Nc2ccccc2)nnc1SCC(=O)Nc1ccccc1C(=O)OC
-0.6%	24.9	COc1ccc(C2Nc3ccccc3C(=O)N2NS(=O)(=O)c2ccc(C)cc2)cc1 (stereo not drawn)
8.9%	6.5	Cc1cc(C)c2c(=O)[nH]cnc2n1
u	x	OC1CCN(C(=S)Nc2ccc(Nc3ccccc3)cc2)CC1
u	x	C[C@@H](NC(=O)c1nc[nH]c1C(=O)N1CCc2ccccc2C1)c1ccccc1
i	x	O=C(N[C@H]1CCCCNC1=O)c1cc(COc2ccc(F)cc2F)on1
u	x	COc1ccc(C(=O)CSc2nnc(NC(=O)C3CC(=O)N(c4ccccc4C)C3)s2)cc1 (stereo not drawn)
u	x	O=C(COc1ccccc1)N1CCN=C1SCc1cccnc1
u	x	O=C1c2ccsc2SCCN1Cc1ccc(F)cc1
21.0%	x	CCn1c(=O)c2cc(C(=O)Nc3cccc(C(C)=O)c3)sc2c2ccccc21
i	21.7	Cc1cc(OCC(=O)NCCCN2CCCC2=O)c2c(C)cc(=O)oc2c1
14.9%	16.9	CC(=O)COc1ccc2c(-c3cccc([N+](=O)[O-])c3)cc(=O)oc2c1
u	x	CCCC(=O)NC(C)c1nc2ccccc2[nH]1 (stereo not drawn)
u	x	Cc1nc(-c2ccccc2)sc1C(=O)NN
u	x	CC1CCN(C(=O)c2cc3c(=O)n4ccccc4nc3s2)CC1
-4.5%	3.0	CS(=O)(=O)N1CCCC(C(=O)NCc2ccc(F)cc2)C1 (stereo not drawn)
12.9%	15.0	O=C(NNS(=O)(=O)c1ccccc1)c1cccc([N+](=O)[O-])c1
24.9%	12.6	Cc1ccc(NC2CCCN(C(=O)c3cn(C)c4ccccc34)C2)cc1C (stereo not drawn)
4.9%	15.4	COc1ccc(NC(=O)CSCC(=O)Nc2ccccc2C(=O)N2CCCCC2)cc1
21.8%	1.6	CC(C)n1c(/N=C/c2ccccc2O)nc2ccccc21
14.5%	-7.5	CC(C)(C)c1ccc(C(=O)NNc2ccc(F)cc2F)cc1
-12.9%	-8.6	CCOC(=O)C(=NC(C)C)NNc1cc(Cl)ccc1Cl
-1.7%	6.3	COCCNC(=O)C1CCN(S(=O)(=O)c2ccc3c(c2)OCCO3)CC1
12.0%	9.7	NS(=O)(=O)c1cccc(NC(=O)Nc2ccccc2)c1
20.6µM*	-21.1*	CCOC(=O)/C(=C\c1cccc(O)c1)c1nc2sc(C)c(C)c2c(=O)[nH]1
u	x	O=C(c1ccc2c(c1)OCCO2)N1CCN(c2ccc([N+](=O)[O-])cc2)CC1

Compound profiles (already shown):
O=C(c1ccc2c(c1)OCCO2)N1CCN(c2ccc([N+](=O)[O-])cc2)CC1 as listed: S3 lipid droplet: u; S3 lipid droplet cell count max: x
COc1ccc(NC(=O)CSCC(=O)Nc2ccccc2C(=O)N2CCCCC2)cc1 as listed: S3 lipid droplet: 4.9%; S3 lipid droplet cell count max: 15.4
O=C(NNS(=O)(=O)c1ccccc1)c1cccc([N+](=O)[O-])c1 as listed: S3 lipid droplet: 12.9%; S3 lipid droplet cell count max: 15.0
